AMA1-RON2 inh: qHTS for Inhibitors of AMA1-RON; Towards Development of Antimalarial Drug Lead: Primary Screen | Plasmodium falciparum AMA1 (3D7) - RON2 peptide interaction | AlphaScreen AMA1-biotinylated RON2 peptide binding | Potency, µM (top dose mostly 58.2 µM), for inactives: top-dose activity change, negative = inhibition, usual class: inhibitors | 360,000 tested, 0.2% active | AID 720542, 2013;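 further: potency means the concentration at half of the fitted maximal effect; 0% = vehicle wells and -100% = peptide control; nearly all actives have a fitted effect of over 45% in size; some results filed as inactive show a strong effect at the top dose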
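AMA1 (3D7) with his tag at 25 nM final met compounds first, then biotinylated RON2 peptide at 25 nM; detection used donor plus acceptor beads, 10 µg/mL apiece, read by AlphaScreen after 30 min at room temperature.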
Sm TGR block: qHTS Assay for the Inhibitors of Schistosoma Mansoni Peroxiredoxins. Schistosoma mansoni thioredoxin glutathione reductase (TGR), Q962Y6. purified TGR, DTNB reduction, TNB absorbance 405 nm. Potency, µM (highest dose often 114 µM), without a hit: at the top dose activity change, negative = inhibition, usual class: inhibitors. 360,000 tested, 3% active; further: potency means the concentration at half of the fitted maximal effect; nearly all actives have a fitted effect of over 60% in size
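TGR 20 nM + NADPH 100 uM (dispensed conc.), cpd preinc 15 min RT; start with NADPH (500 uM addition) then DTNB (15 mM addition). Kinetic TNB absorbance, 405 nm filter. Four-parameter Hill fit across titration.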
HCMV antiviral: qHTS Assay for inhibitors of the human cytomegalovirus (HCMV); HFF cells, HCMV-luciferase reporter, 72 h; stronger effect = lower value; activity change, negative = inhibition, % at 57.5 µM; 410,000 tested, 4.5% active; AID 1259415, 2018; in the data active means activity change below about -60%; inconclusive means no clear call, values can overlap the other calls; inactive means above about -39%
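HFF cells seeded 16 h at 37C, treated with compounds, infected with luciferase-reporter HCMV at MOI 1 PFU/cell; luciferase read at 72 h post infection, normalized to buffer-only and Salinomycin controls.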
AmpC inh detg: qHTS Inhibitors of AmpC Beta-Lactamase (assay with detergent). 370,000 tested, 0.041% active. P00811. AmpC hydrolysis of nitrocefin, absorbance 480 nm, 0.01% Triton. Potency, µM (series often up to 114 µM), for inactives: top-dose activity change, negative = inhibition, actives largely listed as inhibitors;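 further: potency means the concentration at half of the fitted maximal effect; 0% = no-compound wells and -100% = no-enzyme wells; nearly all actives have a fitted effect of over 25% in size; some results filed as inactive show a strong effect at the top dose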
Target sequence (P00811 whole entry, looked up): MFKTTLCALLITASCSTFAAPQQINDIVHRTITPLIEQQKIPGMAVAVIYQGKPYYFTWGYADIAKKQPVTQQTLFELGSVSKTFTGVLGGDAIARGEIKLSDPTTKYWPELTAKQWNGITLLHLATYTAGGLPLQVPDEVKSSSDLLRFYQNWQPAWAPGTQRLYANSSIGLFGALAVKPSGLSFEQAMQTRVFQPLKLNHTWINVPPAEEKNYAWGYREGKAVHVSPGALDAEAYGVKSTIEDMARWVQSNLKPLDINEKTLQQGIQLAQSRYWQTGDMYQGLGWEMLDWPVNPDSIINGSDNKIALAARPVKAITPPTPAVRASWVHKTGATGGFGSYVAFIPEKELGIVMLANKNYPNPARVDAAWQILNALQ
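AmpC (5.3 nM in the dispensed reagent) in 20 mM phosphate pH 7.0 with 0.01% (detergent screen) or 0.0001% Triton X-100 was preincubated with compounds for 15 min at room temperature. Nitrocefin was then added from an 800 uM solution, and hydrolysis was followed at 480 nm.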
HCV inhibitor: qHTS Assay for Inhibitors of Hepatitis C Virus (HCV). AID 651820, 2012. Potency, µM (highest dose often 41.8 µM), for inactives: top-dose activity change, negative = inhibition, most hits filed as inhibitors. Huh7.5.1 HCVcc-Cre infection, luciferase reporter, 44 h. 340,000 tested, 3.4% active; further: potency means the concentration at half of the fitted maximal effect
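Cells (1,000/well) were plated 4 h before compound, then infected with HCVcc-Cre virus (~0.5 moi). After 44 h further culture, infection was read as luciferase luminescence following a 15 min substrate incubation at room temperature.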
Giardia FBPA inh: qHTS Assay for Inhibitors of Fructose-1,6-bisphosphate Aldolase from Giardia Lamblia | purified Giardia FBPA | Potency, µM (series often up to 59.6 µM), for the others: top-dose activity, negative = inhibition, most hits filed as inhibitors | 290,000 tested, 0.71% active | AID 2451, 2010; further: potency means the concentration at half of the fitted maximal effect; nearly all actives have a fitted effect of over 55% in size
Target sequence (A8B2U2 whole entry, looked up): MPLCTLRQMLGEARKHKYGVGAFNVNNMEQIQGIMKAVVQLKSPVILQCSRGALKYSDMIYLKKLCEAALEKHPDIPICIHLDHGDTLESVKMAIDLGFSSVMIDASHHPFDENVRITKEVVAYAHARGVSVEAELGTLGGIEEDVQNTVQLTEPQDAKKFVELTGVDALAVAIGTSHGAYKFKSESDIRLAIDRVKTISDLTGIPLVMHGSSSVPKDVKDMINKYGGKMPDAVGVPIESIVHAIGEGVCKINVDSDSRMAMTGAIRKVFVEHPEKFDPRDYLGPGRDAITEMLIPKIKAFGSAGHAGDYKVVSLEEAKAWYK
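40 nM FBPA preincubated 10 min at RT with compound (up to 57.5 uM final), then substrate plus GAPDH/TPI/NAD/arsenate coupling and diaphorase/resazurin added. Fluorescence read after 20 min at RT, 525/598 nm.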
Numbers without * were called inactive; ? = inconclusive; · = not tested or not shown; [ ] = dose if it differs, or a comment. Unless noted, the call rests on the fitted dose curve; in most records, active means well fitted curve in the direction sought with a large enough effect; inconclusive means small, poorly fitted or top-dose-only effect, or another doubt; inactive means no such curve, though single readings can be large; an effect the other way counts as inactive or inconclusive. Unless noted, on the % scale 0 is the no-effect control and ±100 the full control effect.

Short keys – A = AMA1-RON2 inh; B = Sm TGR block; C = HCMV antiviral; D = AmpC inh detg; E = HCV inhibitor; F = Giardia FBPA inh
> Cc1ccc(S(=O)(=O)N2[C@@H](c3ccc(F)cc3)C(C(=O)O)=CC[C@H]2c2cccc(Cl)c2)cc1
  A = -3%	B = -26%	C = -24	D = 2%	E = 37%[activator]	F = ·

> CCCn1c(-c2cccc([N+](=O)[O-])c2)nc2c1c(=O)[nH]c(=O)n2Cc1ccccc1
  A = -12%	B = -5%	C = -5	D = -13%	E = ?	F = 5%

> C=CCOC(=O)c1cc(-c2ccc(/C=C3\C(=O)NC(=O)C(C#N)=C3C)o2)ccc1Cl
  A = 7%	B = 7.9µM*	C = 2	D = -24%	E = 5%	F = ?

> C/C=C(\C)C(=O)N1CCC(C(=O)c2ccccc2)CC1
  A = 0%	B = 1%	C = ·	D = 0%	E = 9%	F = -3%

> CC(=O)N1CCc2c(sc(NC(=O)Cc3ccccc3)c2C#N)C1
  A = -7%	B = -9%	C = 73	D = -1%	E = -5%	F = -5%

> CCCCn1c(-c2nonc2N)nc2ccccc21
  A = 5%	B = 1%	C = 18	D = -3%	E = ?	F = -6%

> O=c1[nH]c2ccccc2o1
  A = 20%	B = -6%	C = 8	D = ?	E = -33%	F = 0%

> NC(=O)C1CCCN(C(=O)c2ccc3c(c2)NC(=O)CS3)C1 (configuration not stated)
  A = -3%	B = 5%	C = -8	D = -6%	E = 21%	F = ·

> COc1ccc(CCNCC(C)c2ccccc2)cc1 (configuration not stated)
  A = 5%	B = -17%	C = -17	D = 0%	E = 29%	F = ?

> COc1ccc(CNC(=O)Nc2ccc3c(c2)N(C)C(=O)CS3)cc1
  A = -5%	B = 1%	C = -2	D = 2%	E = -2%	F = 7%

Reprinted from the part before: 2 entries, followed by the next part.
Short keys – A = AMA1-RON2 inh; B = Sm TGR block; C = HCMV antiviral; D = AmpC inh detg; E = HCV inhibitor; F = Giardia FBPA inh
> COc1ccc(CCNCC(C)c2ccccc2)cc1 (configuration not stated)
  A = 5%	B = -17%	C = -17	D = 0%	E = 29%	F = ?

> COc1ccc(CNC(=O)Nc2ccc3c(c2)N(C)C(=O)CS3)cc1
  A = -5%	B = 1%	C = -2	D = 2%	E = -2%	F = 7%

> Cc1nc2c3cccnc3nn2c(C)c1CCC(=O)NCc1ccccc1
  A = ·	B = -6%	C = 12	D = 0%	E = ·	F = ·

> COc1ccc(Nc2nnc(-c3ccc(C(=O)NCCO)cc3)c3ccccc23)cc1
  A = -8%	B = 20%	C = -20	D = 4%	E = -25%	F = -23%

> Cc1ccc(C(=O)NCCSC(C)(C)C)cc1[N+](=O)[O-]
  A = -1%	B = -9%	C = 4	D = -12%	E = 1%	F = 1%

> CCCNC(=O)c1sc2c(c1C(=O)Nc1ccccn1)CCCC2
  A = -17%	B = 12%	C = ?	D = ?	E = 10µM*	F = -2%

> Cc1ccc(Cl)cc1NC(=O)C1CCCN1S(=O)(=O)c1ccc(-c2ccc(=O)[nH]n2)s1 (configuration not stated)
  A = 0%	B = -26%	C = -9	D = -2%	E = -16%	F = -18%

> CCc1cc2ccc(C)cc2nc1SCC(=O)Nc1cc(OC)c(OC)cc1C(=O)O
  A = -2%	B = -2%	C = -26	D = ?	E = 6%	F = 28%

> COc1cc(OC)c(OC)cc1CNCCc1ccc(F)cc1
  A = -17%	B = ?	C = -23	D = -1%	E = -6%	F = ?

> C/C(=N/N=C1/NC(=O)CC(C(=O)O)S1)c1ccccc1 (configuration not stated)
  A = 57%[activator]	B = -22%	C = -16	D = -5%	E = -9%	F = 0%

> O=C(NC(=S)N1CCN(c2ccc([N+](=O)[O-])cc2)CC1)c1ccccc1Cl
  A = 18%	B = ·	C = -40	D = -2%	E = ?	F = 8%

> O=C(CCCCCN1C(=O)c2cccc([N+](=O)[O-])c2C1=O)Nc1ccccc1F
  A = -2%	B = -11%	C = 20	D = 2%	E = 15%	F = -13%

> O=C(NCCN1CCOCC1)C(=O)NCC1OCCN1S(=O)(=O)c1cc(F)ccc1F (configuration not stated)
  A = 7%	B = 7%	C = 7	D = -1%	E = 9%	F = -9%

> CCC(C)(C)NC(=O)Cn1c(-c2ccc(C)cc2)noc1=O
  A = -10%	B = 6%	C = 20	D = -12%	E = 16%	F = -2%

> Cn1nnnc1SCc1ccc(F)cc1
  A = 1%	B = 9%[11.4 µM]	C = ?	D = 2%	E = 9%	F = -1%

> CCOc1ccccc1NC(=O)CCNC(=O)c1ccc(Cl)cc1
  A = -3%	B = -1%	C = -9	D = -2%	E = 13%	F = 0%

> CCOC(=O)Cn1nc(-c2ccc(Cl)cc2)cc1N
  A = 18%	B = 37%[activator]	C = 53	D = 0%	E = -6%	F = -11%

> COc1ccc(C(=O)N2CCC3(CC2)NCCc2[nH]cnc23)cc1
  A = 0%	B = -12%	C = 15	D = 2%	E = 23%	F = ·

> COc1ccc(OC)c(/C(O)=C/C(=O)C(=O)Nc2ccccc2OC)c1
  A = 48%[activator]	B = 4%	C = 12	D = 6%	E = -12%	F = ?

> Nc1nc(SCC(=O)Nc2ccccc2)nc2nc3c(cc12)CCCC3
  A = 0%	B = -1%	C = -6	D = -4%	E = ?	F = 0%

> CN1CCN(/N=C/c2c(O)n(Cc3ccc(F)cc3)c(=O)[nH]c2=O)CC1
  A = 36%[activator]	B = 12%	C = 46	D = -6%	E = 13%	F = 8%

> CN(C(=S)NC(=O)c1ccccc1)c1c(N)n(Cc2ccccc2)c(=O)[nH]c1=O
  A = 102%[activator]	B = 3%	C = -4	D = 9%	E = 7%	F = -20%

> COc1ccc(CCNC(=O)CSc2nc(N)c3c(C)c(C)oc3n2)cc1OC
  A = 8%	B = -4%	C = -3	D = 3%	E = 4%	F = 1%

> Cc1ccc(CN2CCN(C/C=C/c3ccc(F)cc3)CC2CCO)o1 (configuration not stated)
  A = -4%	B = ?	C = 18	D = 8%	E = 1%	F = -4%

> CC1Cc2ccccc2N1C(=O)CN(C)CC(=O)Nc1ccc(F)cc1 (configuration not stated)
  A = 3%	B = -17%	C = -6	D = 2%	E = ?	F = ·

> CCN(CC)S(=O)(=O)c1ccc(S(=O)(=O)NCC2CCCO2)cc1 (configuration not stated)
  A = 1%	B = -3%	C = 8	D = 0%	E = 13%	F = 6%

> CC(C)[C@H](NC(=O)N1CCn2c1nc1ccccc12)C(=O)N[C@H](C(=O)O)c1ccccc1
  A = 92%[activator]	B = 0%	C = 20	D = -6%	E = 1%	F = 17%

> NC(=O)c1ccccc1NC(=O)C1CCCO1 (configuration not stated)
  A = -8%	B = -2%	C = 46	D = -15%	E = 24%	F = 2%

> c1ccc2oc(SCc3cn4ccccc4n3)nc2c1
  A = 8%	B = 0%	C = 44	D = -10%	E = -4%	F = -11%

> CCCCNC(=O)NC(C(=O)OC)C12CC3CC(CC(C3)C1)C2 (configuration not stated)
  A = 15%	B = -2%	C = -11	D = -7%	E = 18%	F = -2%

> CCCCCCOc1ccc(N2C(=O)CC(N3CCN(C(=O)c4ccco4)CC3)C2=O)cc1 (configuration not stated)
  A = -15%	B = -10%	C = 15	D = -3%	E = 7%	F = 4%

> Cn1c(CSCc2ccc(Cl)c(Cl)c2)nnc1SCC(=O)Nc1nccs1
  A = -2%	B = -5%	C = -7	D = -1%	E = -12%	F = 1%

> CC(C)(C)NC(=O)C1CCN(C(=O)c2ccco2)CC1
  A = 1%	B = -6%	C = -8	D = -10%	E = 18%	F = -4%

> O=C(CCN1C(=O)C2C3C=CC(C3)C2C1=O)NC1CCCCC1 (configuration not stated)
  A = 13%	B = -21%	C = -5	D = -8%	E = -2%	F = -7%

> OCCN1C2CCC1CC(O)(c1ccc(F)cc1)C2 (configuration not stated)
  A = -6%	B = -3%	C = -6	D = 3%	E = 11%	F = 0%

> COc1ccc([C@]23Cc4ccccc4C(O2)c2c(cc(C)n(Cc4ccccc4)c2=O)O3)cc1
  A = ·	B = ?	C = ·	D = 1%[22.9 µM]	E = ·	F = ?

> O=C(O)CCc1ccc(S(=O)(=O)Nc2cc(C(F)(F)F)ccc2N2CCCC2)cc1
  A = -3%	B = -33%	C = 1	D = -10%	E = -9%	F = ·

> Cc1ccc(-c2nc3ccccc3s2)cc1NC(=O)c1cc(-n2cnnc2)ccc1Cl
  A = -1%	B = -32%	C = 100	D = -14%	E = -29%	F = 0%

> CC1Cc2ccccc2N1S(=O)(=O)c1cccc(C(=O)Nc2cccnc2)c1 (configuration not stated)
  A = 6%	B = 7%	C = -33	D = 2%	E = ?	F = -5%

> O=C(Nc1cccc2ccccc12)N1CCN(Cc2ccc3c(c2)OCO3)CC1
  A = -9%	B = -10%	C = -23	D = ?	E = 22%	F = -11%

> CCOC(=O)CC(NC(=O)c1ccccc1F)c1ccc(C)cc1 (configuration not stated)
  A = -10%	B = -1%	C = 15	D = 7%	E = -21%	F = 3%

> Cc1c(C(O)CN2CCC(C(N)=O)CC2)c2ccccc2n1C (configuration not stated)
  A = -2%	B = 0%	C = 14	D = -14%	E = ?	F = 10%

> O=C(COC(=O)CCc1ccc(S(=O)(=O)N2CCOCC2)cc1)NCc1ccccc1
  A = 14%	B = 11%	C = -5	D = -2%	E = 4%	F = 2%

> CCOc1cccc(NC(=O)CSc2ncc(-c3ccccc3)[nH]2)c1
  A = ·	B = -1%	C = -3	D = -6%	E = ·	F = ·

> CN(CC(=O)Nc1ccc(F)cc1)C(=O)COC(=O)c1ccccc1
  A = 10%	B = -4%	C = -8	D = ?	E = 1%	F = ·

> COc1ccccc1C(=O)Nc1c2c(nn1-c1cccc(C)c1C)CS(=O)(=O)C2
  A = 4%	B = 3%	C = -14	D = -5%	E = -10%	F = -3%

> COc1ccc(CC(=O)NNC(=O)c2cc(Cl)ccc2OC)cc1
  A = 4%	B = -2%	C = -30	D = 0%	E = 27%	F = ·

> CC(C)c1ccc(CN2CCN(S(=O)(=O)c3ccc(Cl)s3)CC2)cc1
  A = -7%	B = 9%	C = -3	D = -6%	E = ?	F = ·

Single values from the entries so far:
`COc1ccc([C@]23Cc4ccccc4C(O2)c2c(cc(C)n(Cc4ccccc4)c2=O)O3)cc1` in AmpC inh detg = 1%[22.9 µM]
`COc1ccc(CNC(=O)Nc2ccc3c(c2)N(C)C(=O)CS3)cc1` in Sm TGR block = 1%
`CCC(C)(C)NC(=O)Cn1c(-c2ccc(C)cc2)noc1=O` in Giardia FBPA inh = -2%

Screens as filed in PubChem BioAssay.

Rows were taken by chance; 9.3% or so of the library scored in one or more.
